Screening data: PubChem, Johns Hopkins Ion Channel Center
CHT block: inhibitors of human choline transporter CHT; AID 488975; B-score at 10 µM; CHT-expressing cells, membrane potential dye, choline response; active compounds read low; 310,000 compounds, 0.86% hits; Q9GZV3;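 active = B-score over 3 SD under the library average, and starting fluorescence ratio not unusually high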;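 also: choline stimulus applied at its EC90 after an EC20 pre-addition; B-score computed on integrated fluorescence ratio after choline addition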
Target sequence (Q9GZV3 whole entry, looked up): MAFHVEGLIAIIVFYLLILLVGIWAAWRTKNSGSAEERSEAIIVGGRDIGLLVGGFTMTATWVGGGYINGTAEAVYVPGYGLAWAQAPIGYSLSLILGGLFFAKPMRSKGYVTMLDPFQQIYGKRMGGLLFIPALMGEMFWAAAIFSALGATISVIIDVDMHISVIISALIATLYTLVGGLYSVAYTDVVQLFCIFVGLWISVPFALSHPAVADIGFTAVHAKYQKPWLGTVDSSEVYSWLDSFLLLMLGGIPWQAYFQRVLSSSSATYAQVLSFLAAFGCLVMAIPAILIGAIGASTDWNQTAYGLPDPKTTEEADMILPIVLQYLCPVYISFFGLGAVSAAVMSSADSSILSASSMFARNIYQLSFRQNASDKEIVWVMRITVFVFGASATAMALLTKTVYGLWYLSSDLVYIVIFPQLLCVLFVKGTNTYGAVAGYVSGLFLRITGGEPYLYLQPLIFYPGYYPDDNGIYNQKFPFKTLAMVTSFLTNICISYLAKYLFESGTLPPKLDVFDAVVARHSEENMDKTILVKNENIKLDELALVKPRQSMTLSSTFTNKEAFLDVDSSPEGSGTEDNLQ
CHT PAM: allosteric activators of human choline transporter CHT; Q9GZV3; CHT-expressing cells, membrane potential dye, choline EC20; active compounds read high; LV-AA mutant CHT in HEK293 cells; B-score at 10 µM; 310,000 compounds, 0.49% hits;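 active = initial fluorescence not abnormally high and integrated response B-score, plate-corrected, over 3 SD above library mean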
The depositor's hits bear a star; i = inactive. Random draw from the library; any-hit rate near 1.5%.

SMILES | CHT block | CHT PAM
COc1ccc(OC)c(CNn2c(-c3ccccc3F)nc3ccccc3c2=O)c1 | i | i
COc1ccc(C(CNC(=O)Cc2c(F)cccc2Cl)N2CCCCC2)cc1 (stereo unspecified) | i | i
CCN(CC)C(=O)C1=C(C)NC(=S)NC1c1cccs1 (stereo unspecified) | i | i
O=C(N=C1SC2CS(=O)(=O)CC2N1c1cc(Cl)ccc1Cl)C1CCCO1 (stereo unspecified) | i | i
CCOC(=O)C1=C(CNCc2ccc(F)cc2)NC(=O)NC1c1cccc([N+](=O)[O-])c1 (stereo unspecified) | i | i
NC(=O)N/N=C/c1ccc(N2CCOCC2)s1 | i | i
Cc1cc(C)cc(NC(=O)C(OC(=O)C2=COCCO2)c2ccccc2)c1 (stereo unspecified) | i | i
CC1(C)CC(=O)c2cc(OCC(=O)NCC3CCCO3)ccc2O1 (stereo unspecified) | i | i
Cc1ccc(C)c(C(=O)CN2C3=NCCCN3c3ccccc32)c1 | i | i
O=C(NCc1ccccc1)c1ccc(NC2=NC3CS(=O)(=O)CC3S2)cc1 (stereo unspecified) | i | i
O=c1c2ccccc2nc(SCc2nnc(-c3ccccc3)o2)n1-c1ccc(F)cc1F | i | i
COc1ccc(CC(=O)N/N=C(\C)c2ccccn2)cc1 | i | i
N/C(=N\OC(=O)COc1ccc(Cl)cc1Cl)c1ccccn1 | i | i
O=C(CN1C(=O)C(=O)N(Cc2ccco2)C1=O)c1c[nH]c2ccccc12 | i | i
CN1c2ccccc2C(O)=C(C(=S)Nc2ccc(F)c(Cl)c2)S1(=O)=O | -6.4* | i

The closing three records of the part before come first, to join the parts.
SMILES | CHT block | CHT PAM
N/C(=N\OC(=O)COc1ccc(Cl)cc1Cl)c1ccccn1 | i | i
O=C(CN1C(=O)C(=O)N(Cc2ccco2)C1=O)c1c[nH]c2ccccc12 | i | i
CN1c2ccccc2C(O)=C(C(=S)Nc2ccc(F)c(Cl)c2)S1(=O)=O | -6.4* | i
COC(=O)c1cc2sccc2n1CC(=O)N(C)c1ccccc1 | i | i
O=C(NS(=O)(=O)Oc1ccc(Cl)cc1)OC[C@@H]1CCCN2CCCC[C@H]12 | i | i
O=C(/C=C/c1ccc(OC(F)F)cc1)OCC(=O)N1CCc2ccccc21 | i | i
CC1CCN(CCCn2c(=S)[nH]c3ccc(N4CCOCC4)cc3c2=O)CC1 | i | i
Cc1[nH][nH]c(=O)c1N=Nc1ccccc1Cl | i | i
Cc1cccn2c(=O)c3cc(C(=O)NCC4CCCO4)c(=N)n(C4CCCC4)c3nc12 (stereo unspecified) | i | i
Cc1ccc2nc(/C(C#N)=C\c3ccc(Oc4ccc([N+](=O)[O-])cn4)cc3)[nH]c2c1 | i | i
O=[N+]([O-])c1ccc(C2=CSC3=NCCN23)cc1 | i | 7.4*
CSCc1nc2sc(C(=O)Nc3nc(C)cs3)c(C)c2c(=O)[nH]1 | i | i
CCOC(=O)C1CCCN(C(=O)c2cc(CN3C(=O)c4ccccc4C3=O)ccc2OC)C1 (stereo unspecified) | i | i
COC(=O)[C@H](C)NC(=O)Nc1ccc(S(N)(=O)=O)cc1 | i | i
CC(=O)Nc1ccc2c(c1)CCCN2C(=O)c1ccccc1 | i | i
CSc1nc(N)nc(C2CC2)n1 | i | i
CCc1ccccc1NC(=O)Nc1cc(F)ccc1F | i | i
Cc1ccc(N2CC(C(=O)Nc3ccccc3C(=O)NC3CCCCC3)CC2=O)cc1 (stereo unspecified) | i | i
CC(=O)NC(CC(=O)NCCCn1ccc2ccccc21)c1ccccc1 (stereo unspecified) | i | i
O=C(CCc1ccccc1)NNC(=O)c1ccccn1 | i | i
O=c1[nH]c2ccccc2n2c(-c3ccccc3)nnc12 | i | i
COc1ccc(NC(=O)CN(C)C(=O)c2cn(-c3ccccc3)nc2-c2cccs2)cc1 | i | i
Cc1ccc(CN(CC(=O)N/N=C/c2ccccc2[N+](=O)[O-])S(=O)(=O)c2ccc(C)cc2)cc1 | i | i
Cc1ccc(NC(=O)COS(=O)c2ccc(C)cc2)cc1 (stereo unspecified) | i | i
COc1cc(/C=C/c2nc3ccccc3s2)cc(OC)c1O | i | i
CCc1n[nH]c2c1/C(=N\O)CC(c1ccccc1)C2 (stereo unspecified) | i | i
COc1ccc(OC)c(CNCc2ccc3c(c2)OCO3)c1 | i | i
O=C(Nc1cccc([N+](=O)[O-])c1)Nc1cccc([N+](=O)[O-])c1 | i | i
Cc1cccc(C)c1OCC(O)CNC(C)C (stereo unspecified) | i | i
COc1ccc(-n2c(SCC(=O)O)nnc2-c2ccc(NC(=O)c3ccccc3)cc2)cc1 | i | i
CCSc1nnc(-c2ccccc2N=Cc2c(C)[nH]n(-c3ccccc3)c2=O)c(=O)[nH]1 | i | i
CCN(c1ccc(NC(=O)CSc2nnc3nc(C)cc(C)n23)cc1)C(C)C | i | i
O=C(NCCCN1CCOCC1)c1ccc2c(=O)n(-c3ccc(F)c(Cl)c3)c(=S)[nH]c2c1 | -11* | i

Complete entries as entered above. Order of values: CHT block, CHT PAM
`CC(=O)NC(CC(=O)NCCCn1ccc2ccccc21)c1ccccc1` (stereo unspecified) in the list: i, i
`O=C(CCc1ccccc1)NNC(=O)c1ccccn1` in the list: i, i
`Cc1ccc(NC(=O)COS(=O)c2ccc(C)cc2)cc1` (stereo unspecified) in the list: i, i
`CCSc1nnc(-c2ccccc2N=Cc2c(C)[nH]n(-c3ccccc3)c2=O)c(=O)[nH]1` in the list: i, i
`COc1cc(/C=C/c2nc3ccccc3s2)cc(OC)c1O` in the list: i, i

Next section.
SMILES | CHT block | CHT PAM
Cc1ccc(/C=C/S(=O)(=O)NCC(=O)OCC(=O)N2CC(=O)Nc3ccccc32)cc1 | i | i
COCCCn1cnc2oc3nc4ccccc4nc3c2c1=O | i | i
C/C(CC(=O)NC(C)c1ccccc1)=N\NC(N)=S (stereo unspecified) | i | i
Cc1ccc(C)c(Cn2c(CN(C)Cc3ccccc3)nc3c2c(=O)n(C)c(=O)n3C)c1 | i | i
CCOC(=O)c1cc(-c2cccnc2)nn1-c1ccccc1 | i | i
Cn1ncc2c(NNC(=O)Cc3ccccc3)ncnc21 | i | i
COc1ccc(S(=O)(=O)N(CC(=O)NCc2ccccn2)c2ccc(Cl)cc2)cc1 | i | i
COc1ccc2occ(C(=O)c3ccc(N)cc3)c2c1 | i | i
COc1ccc(/C=C/C(=O)NCC(=O)N=Nc2c(O)[nH]c3ccc([N+](=O)[O-])cc23)cc1 | i | i
O=C(Nc1nc(SCc2ccc(F)cc2)ns1)c1ccco1 | i | i
CCOc1ccc(C2c3c(oc4cc(C)c(C)cc4c3=O)C(=O)N2CCCN(C)C)cc1OC (stereo unspecified) | i | i
COc1ccccc1CNC(=O)CCC(=O)n1ncc2cc(C)ccc21 | i | i
CCCn1c(SCC(=O)c2c[nH]c3ccccc23)nnc1-c1ccncc1 | i | i
CCc1ccc(OCC(O)CN2CCN(c3ccccc3)CC2)cc1 (stereo unspecified) | i | i
CCCn1c(O)c(N=NC(=O)CNC(=O)c2ccncc2)c2ccccc21 | i | i
Cc1c(C(=O)N2CCCCCC2)oc2ccccc12 | i | i
O=C(N=C1N=C2C=CC=CN2Cc2ccccc21)c1ccc(S(=O)(=O)N2CCOCC2)cc1 | i | i
COC(=O)[C@H](C)NC(=O)c1cc2c(cn1)[nH]c1ccccc12 | i | i
CN1CCN(CCCNC(=O)CCC(=O)N2CCOc3ccccc32)CC1 | i | i
CCN(CC)S(=O)(=O)c1cccc(C(=O)N[C@H](C(=O)NCc2ccccc2F)C(C)C)c1 | i | i
CCCn1c(NC(=O)c2ccc(F)cc2)nc2ccccc21 | i | i
CCOC(=O)c1cnc(SCC(=O)Nc2ccc(NC(C)=O)c(OC)c2)nc1N | i | i
CN(CCNC(=O)c1cc2c(-c3ccccc3F)nn(C)c2s1)C1CCCCC1 | i | i
Cc1ccc(-n2c(N)c(C(=O)N3CCOCC3)sc2=S)c(C)c1 | i | i
Cc1cc(NC(=O)C(C)SCC(=O)N(C)CC(=O)Nc2ccc(Br)cc2C)no1 (stereo unspecified) | i | i
CCN(CC)C(=O)Cn1cc(C(=O)C(=O)NCCc2ccc(S(N)(=O)=O)cc2)c2ccccc21 | i | i
CCOC(=O)N/N=C/c1ccc(OC)c(O)c1 | i | i
CCCCCCCN1CCN=C1Nc1ccccc1 | i | i
COc1ccc(C(=O)Nc2ccc(S(=O)(=O)N3CCc4ccccc43)cc2)cc1 | i | i
Cc1cccc(C(=O)N(Cc2nc3ccccc3c(=O)[nH]2)C2CCCC2)c1 | i | i
Cn1[nH]c(C(F)(F)F)cc1=O | i | i
Cn1c(N)c(C(=O)COC(=O)c2ncc(Cl)c(Cl)c2Cl)c(=O)n(C)c1=O | i | i
CN(C)c1nc(Nc2ccc(F)cc2)nc(Oc2ccc(F)cc2)n1 | i | i
O=C(NCc1ccc(Cl)cc1)c1cc(-c2ccco2)on1 | i | i
CC(=O)c1cccc(NC(=O)CCC(=O)Oc2ccc(C)cc2)c1 | i | i
O=C(CN(c1ccc(F)cc1)S(=O)(=O)c1ccc2c(c1)OCCO2)NCC1CCCO1 (stereo unspecified) | i | i
Cc1ccc(Nc2nnc(-c3ccncc3)s2)c(Br)c1 | i | i
Cc1ccccc1CS(=O)(=O)c1nnc([C@H](CC(C)C)NC(=O)OC(C)(C)C)o1 | i | i
CCOC(=O)C1=NOC(CNc2ncc(C(F)(F)F)cc2Cl)C1 (stereo unspecified) | i | i
CCOC(=O)C1CCN(C(=O)CN(c2ccc(Oc3ccccc3)cc2)S(C)(=O)=O)CC1 | i | i
O=C(CN1C(=O)CCC1=O)Nc1cccc(NC(=O)CN2C(=O)CCC2=O)c1 | i | i
COC(=O)c1ccc(C2c3[nH]c4ccccc4c3C[C@H]3C(=O)N(C4CC4)CC(=O)N23)cc1 (stereo partly specified) | i | i
O=C(NCCCO)c1ccc2[nH]c3ccccc3c2c1 | i | i
O=C(CSC(=S)N1CCCC1)NCC(=O)Nc1ccc(F)c(F)c1 | i | i
COc1ccc(C(=O)NCC(c2ccc(F)cc2)N2CCOCC2)cc1S(=O)(=O)N1CCCC1 (stereo unspecified) | i | i

7 records drawn at random from the list so far:
SMILES | CHT block | CHT PAM
COc1ccc(C(=O)NCC(c2ccc(F)cc2)N2CCOCC2)cc1S(=O)(=O)N1CCCC1 (stereo unspecified) | i | i
COC(=O)c1ccc(C2c3[nH]c4ccccc4c3C[C@H]3C(=O)N(C4CC4)CC(=O)N23)cc1 (stereo partly specified) | i | i
O=C(CN1C(=O)CCC1=O)Nc1cccc(NC(=O)CN2C(=O)CCC2=O)c1 | i | i
CCOC(=O)C1CCN(C(=O)CN(c2ccc(Oc3ccccc3)cc2)S(C)(=O)=O)CC1 | i | i
O=C(NCc1ccc(Cl)cc1)c1cc(-c2ccco2)on1 | i | i
Cn1[nH]c(C(F)(F)F)cc1=O | i | i
CCOC(=O)C1=NOC(CNc2ncc(C(F)(F)F)cc2Cl)C1 (stereo unspecified) | i | i

New compounds follow.
SMILES | CHT block | CHT PAM
O=C(Nc1ccc(Cl)cc1)N(C1=NCCC1)c1ccc(OC(F)F)cc1 | i | i
Cc1nnc(SCC(=O)NC2CCCCC2)[nH]c1=O | i | i
O=C(c1ccc([N+](=O)[O-])cc1)N1CCN(C(=O)c2ccco2)CC1 | i | i
COc1cc(/C=N/NC(=O)c2cccnc2)cc(Br)c1O | i | i
CCOC(=O)c1sc2nc(C)nc(N3CCCCC3C)c2c1C (stereo unspecified) | i | i
Cc1cc(/C=N/NC(=O)c2ccccc2F)c(C)n1-c1ccccc1 | -6.3* | i
COc1cc(-c2noc(CCCC(=O)Nc3ccc(C(N)=O)cc3)n2)cc(OC)c1OC | i | i
CCOc1cc(C(F)(F)F)cnc1/C(N)=N/O | i | i
S=C(Sc1ccc(Cl)cc1)Sc1ccc(Cl)cc1 | i | i
O=C(Nc1cccc(Br)c1)c1ccc(CSc2ccccc2)cc1 | i | i
CC(=O)N1N=C(c2ccccc2)CC1c1ccccc1[N+](=O)[O-] (stereo unspecified) | i | i
N#Cc1ccc(-c2ccc(OCC(=O)Nc3cccnc3)cc2)cc1 | i | i
CCOc1ccc(-c2nnc3sc(COc4ccc(C)cc4)nn23)cc1 | i | i
Cc1ccccc1-n1c(=O)c2ccccc2n2c(=O)[nH]nc12 | i | i
O=C(CNC(=O)c1ccc(F)cc1)N/N=C/c1cc(Br)ccc1OC(=O)/C=C/c1ccco1 | i | i
O=C(OCC(=O)N(CCc1ccccc1)Cc1ccccc1)c1ccccc1NCCO | i | i
COC(=O)c1ccccc1Oc1cc(C(F)(F)F)nc(-c2ccccn2)n1 | i | i
O=C(NCC(c1cccs1)N1CCOCC1)c1ccccc1NS(=O)(=O)c1cccc([N+](=O)[O-])c1 (stereo unspecified) | i | i
O=C(OCc1ccc(O)cc1)c1c(-c2ccsc2)oc2ccc(N3CCOCC3)cc12 | i | i
Cc1noc(C)c1S(=O)(=O)Nc1ccc(C#N)cc1 | i | i
CCn1c(=O)cc(OCC(=O)NCCCN2CCN(c3cccc(Cl)c3)CC2)c2ccccc21 | i | i
COc1ccc(C(=O)/C=C/c2ccc(OC3CSC3)cc2)cc1OC | i | i
CCOC(=O)c1c(CC(C)C)csc1/N=C/C1C(=O)CCCC1=O | i | i
COc1cc(SC)ccc1C(=O)Nc1ncc(Cl)cc1Cl | i | i
O=C(CCCCCN1C(=O)CCC1=O)Nc1ncn[nH]1 | i | i
Cc1ccc(NC(=O)CSc2nnc(-c3cnccn3)n2C)cc1C | i | i
CN(C)CCn1c(=S)[nH]c2ncccc2c1=O | i | i
Fc1ccc(CN2CCCCCCC2)c(F)c1 | i | i
Cn1cccc1/C=C1\SC(=S)N(CC(=O)O)C1=O | i | i
COc1ccc(OC)c(NC(=O)CSc2nccn2Cc2ccco2)c1 | i | i
Cn1c(=O)cc(OCC(=O)NCCCN2CCN(c3ccccc3F)CC2)c2ccccc21 | i | i
CN1C2=C(C#N)C(c3ccccc3)(C(F)(F)F)NC(=O)N2c2ccccc21 (stereo unspecified) | i | i
O=C(CS(=O)(=O)c1ccccc1)Nc1nc(-c2ccc(F)cc2)cs1 | i | i
